High-throughput results deposited in PubChem by National Center for Advancing Translational Sciences (NCATS).
IkB signaling: IkB Signaling. ABC-DLBCL IkBa-CBG/CBR dual luciferase ratio, 4 h; response scale: scaled: untreated 0%, proteasome inhibitor 100%. Potency, µM (titrated, usually from 57.1 µM), for inactives: at the top dose IkBa stabilization activation. hit rate 0.04% among 110,000. AID 445, 2006; active = well fitted curve in the direction sought with a large enough effect in the signal ratio, not every such curve was filed as active; inconclusive = small, poorly fitted or top-dose-only effect, or a change in a side signal; the % refers to the signal ratio;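 also: the direction sought is a rising ratio; 0% = basal untreated cells and 100% = reference inhibitor full response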
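Luminescence ratio of IκBα-fused green versus native red beetle luciferase in OCI-Ly3 cells, 4 h post-doxycycline with compound; red signal alone, scaled from basal (0%) to zero light (-100%), flagged nonspecific or cytotoxic effects.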
p53ts 32C kill: qHTS Screen for Compounds that Selectively Target Cancer Cells with p53 Mutations: Cytotoxicity of p53ts Cells at the Permissive Temperature | H1299-p53A138V at 32C, ATP luminescence viability, 24 h | Potency, µM (highest dose often 46.1 µM), inactives show at the highest dose activity change, negative = cytotoxicity, actives largely listed as cytotoxic | hit rate 0.93% among 130,000;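 also: 0% = DMSO and -100% = full killing by reference compound; nearly all actives have a fitted effect of over 55% in size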
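Viability by ATPlite luminescence after 24 h compound treatment (up to 46 uM) at the permissive 32C. Cells are H1299 carrying p53 A138V. Scale runs from DMSO basal to 100 uM tamoxifen as full kill; AC50 from Hill fits.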
Peg3 imprint: qHTS Assay for Compounds that Induce Erasure of Genomic Imprints | Potency, µM (titrated, usually from 60.7 µM), for the others: at the highest dose activity change, positive = activation, usual class: activators | mouse ES Peg3-LacZ reporter, beta-gal luminescence, 40 h | hit rate 0.02% among 110,000;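 also: 0% = negative control wells on the plate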
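Each well holds 300 Peg3LacZ-Neo (maternal) female ES cells incubated 40 h at 37C, 5% CO2. LacZ is measured by BetaGlo luminescence, with AC50 and maximum efficacy derived from dose-response curves.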
p53ts 39C tox: qHTS Screen for Compounds that Selectively Target Cancer Cells with p53 Mutations: Cytotoxicity of p53ts Cells at the Nonpermissive Temperature | H1299-p53A138V viability at 39C, ATP luminescence, 24 h | Potency, µM (series often up to 46.1 µM), for the others: at the top dose activity change, negative = cell killing, actives largely listed as cytotoxic | hit rate 1.5% among 130,000; also: nearly all actives have a fitted effect of over 55% in size
Active calls of the source: *; ? = inconclusive; . = no result given; [ ] = another dose, or the depositor's remark. Unless noted, calls follow the shape of the dose curve; as a rule, active = well fitted curve in the direction sought with a large enough effect; inconclusive = small, poorly fitted or top-dose-only effect, or another doubt; inactive = no such curve, though single readings can be large; an effect the other way counts as inactive or inconclusive. Unless noted, % is scaled to controls: 0 for no effect and ±100 for the full control effect; potency is read from the fitted curve at half-maximal effect.

Results follow in this order: IkB signaling	p53ts 32C kill	Peg3 imprint	p53ts 39C tox
> COc1ccccc1-n1c(CNC(=O)COc2ccccc2)n[nH]c1=S
  ?	-2.8%	-1.0%	-4.9%
> CCOC(=O)c1ccccc1NC(=O)c1sc2ncn(CC)c(=O)c2c1C
  -6.1%	4.5%	-2.9%[10.9 µM]	5.1%
> CCOC(=O)c1c(-c2ccc(OC)c(OC)c2)csc1NC(=O)c1ccc(C)cc1
  ?	-3.6%	-2.3%[10.9 µM]	19.5%
> CCCCN(C)C(=O)c1sc2ncn(CC)c(=O)c2c1C
  -0.8%	7.4%	-0.8%	-4.8%
> COc1ccc(-c2nc(CSCC(=O)N3CCc4ccccc4C3)c(C)o2)cc1OC
  2.3%	32.4%[activator]	-19.8%	-0.6%
> CCOc1ccc(S(=O)(=O)Nc2ccccc2C(=O)NCc2ccco2)cc1
  7.7%	-2.3%	-10.0%	-5.6%
> COc1ccc(NC(=O)Cn2c(=O)n(Cc3nc(-c4ccccc4)no3)c(=O)c3ccccc32)cc1Cl
  -0.8%	?	7.5%[10.9 µM]	?
> O=C(OCn1nnc2ccccc2c1=O)C1=COCCO1
  0.5%	4.8%	18.3%	-2.5%
> COc1cc2c(cc1OC)-c1cc(NC3CCCCCCC3)nc(=O)n1CC2
  -1.7%	-13.0%	-11.9%	-5.8%
> Cc1cc(C(=O)OCC(=O)c2c(N)n(C)c(=O)n(C)c2=O)c(C)o1
  1.0%	-4.8%	-5.9%	10.4%
> CCN(CC)S(=O)(=O)c1ccc(-c2nnc(SCC(=O)Nc3nc(C)cs3)o2)cc1
  4.9%	-11.4%	-9.3%	-11.5%
> CCc1ccc(N2CC(C(=O)NCc3ccc4c(c3)OCO4)CC2=O)cc1 (stereo not drawn)
  0.5%	1.1%	-4.4%	-14.3%
> COc1ncc2nc(-c3cc(F)cc(F)c3)c(=O)n(CCC#N)c2n1
  -1.2%[11.4 µM]	1.5%	.	-4.2%
> COc1ccc(CCNC(=O)C(=O)NCC(c2cccnc2)N2CCN(c3ccccc3)CC2)cc1 (stereo not drawn)
  -1.6%	-12.9%	-17.2%[10.9 µM]	-11.7%
> CCOC(=O)C1=C(c2ccccc2)Nc2ncnn2C1c1cccc(OC)c1OC (stereo not drawn)
  2.9%	10.4%	-6.3%	13.3%
> CCCN1CCN(C(=O)CN2C(=O)CC(C)(C)S(=O)(=O)c3ccccc32)CC1
  -0.9%	-9.0%	0.8%	9.1%
> CS(=O)(=O)N(CC(=O)Nc1cccnc1)c1ccc2c(c1)OCO2
  -0.5%	0.4%	-2.4%	5.2%
> O=C(Nc1nc2n(n1)C(c1ccccc1)CC(c1ccc(Cl)cc1)N2)c1ccco1 (stereo not drawn)
  3.2%	6.7%	-9.0%	-3.1%
> CCOC(=O)c1[nH]c2ccc(OCC)cc2c1NC(=O)CN1CCC2(CC1)OCCO2
  -1.1%	3.8%	-9.4%	1.9%
> Cc1cc(Cl)ccc1NC(=O)CSc1nnc(-c2ccncc2)n1Cc1ccco1
  -1.0%	-17.0%	-8.5%	-12.2%

Retrieved by compound from above:
Results follow in this order: IkB signaling	p53ts 32C kill	Peg3 imprint	p53ts 39C tox
> CCCCN(C)C(=O)c1sc2ncn(CC)c(=O)c2c1C
  -0.8%	7.4%	-0.8%	-4.8%
> CS(=O)(=O)N(CC(=O)Nc1cccnc1)c1ccc2c(c1)OCO2
  -0.5%	0.4%	-2.4%	5.2%
> COc1ccc(NC(=O)Cn2c(=O)n(Cc3nc(-c4ccccc4)no3)c(=O)c3ccccc32)cc1Cl
  -0.8%	?	7.5%[10.9 µM]	?

Continuation:
Results follow in this order: IkB signaling	p53ts 32C kill	Peg3 imprint	p53ts 39C tox
> COc1ccc(OCC(O)COc2ccc(C(=O)O)cc2)cc1 (stereo not drawn)
  1.6%	-18.2%	-20.3%	-18.9%
> O=c1cc(O)c2c(=O)[nH]c(=O)n(-c3ccccc3)c2[nH]1
  -0.6%	4.0%	-10.9%	5.8%
> O=C(COC(=O)c1ccccn1)Nc1nccs1
  0.1%	-2.6%	-3.5%	-7.9%
> COC(=O)c1c(SC)nc2ccccc2c1OCc1ccc(Cl)cc1
  -2.7%	7.9%	-9.2%[10.9 µM]	-3.2%
> O=C(CN(Cc1ccco1)C(=O)CCC(=O)Nc1nccs1)NCc1ccccc1
  .	-3.4%	.	6.6%
> Cc1ccccc1Cn1c2ccccc2c2cnn(CC(=O)N3CCC(C)CC3)c(=O)c21
  ?	32.0%[activator]	11.1%[10.9 µM]	7.5%
> COCCCNC(=O)CCCn1c(=O)c2ccccc2n(CC(=O)Nc2c(C)cc(C)cc2C)c1=O
  -0.7%	-14.1%	0.7%	-2.0%
> COc1ccc(C(=O)NCC(c2ccc(N(C)C)cc2)N2CCCC2)c(OC)c1 (stereo not drawn)
  1.2%	-6.0%	-9.6%[10.9 µM]	?
> O=C(NCCc1ccccc1)c1cc(-c2ccc(Cl)c(Cl)c2)on1
  -2.6%	-0.6%	-9.3%[10.9 µM]	-9.7%
> COC(=O)COc1ccc(C(=O)OC)cc1
  0.9%	3.8%	-10.5%	4.2%
> Cc1c(C(=O)NC(C)C)oc2c1-c1[nH]ncc1CC2
  -0.3%	-10.4%	-9.2%	-9.9%
> CCOC(=O)c1nnn(CC(=O)NC(=O)Nc2ccccc2F)c1C(=O)OCC
  0.7%	-0.4%	-8.5%[10.9 µM]	32.5%[activator]
> CCCCNc1nc2c(S(=O)(=O)c3ccc(C)cc3)nnn2c2ccsc12
  -1.1%	12.5%	-11.0%[10.9 µM]	-17.3%
> O=C(CSc1ncc(-c2ccccc2)[nH]1)Nc1cccc(Br)c1
  ?	-11.1%	-4.0%[10.9 µM]	?
> Cc1ccc(N(CC(=O)NCc2ccc(F)cc2)S(=O)(=O)c2c(C)nn(C)c2C)cc1
  1.8%	13.1%	?	26.2%
> S=c1oc(-c2ccncc2)nn1CCc1ccncc1
  -0.8%	0.8%	?	12.9%
> C[C@](O)(c1ccccc1)c1nccc2ccccc12
  -0.5%[11.4 µM]	-10.8%[9.22 µM]	0.6%[10.9 µM]	8.3%[9.22 µM]
> CCOc1ccc(CCNC(=O)c2ccc3c(c2)N(Cc2ccc(C)cc2)CCS3)cc1
  0.5%	6.1%	-19.8%[10.9 µM]	-3.1%
> Oc1ccc(CN2CCCCC2)c2cccnc12
  .	-9.1%	.	?
> CCNC(=O)NC(C(=O)OC)C12CC3CC(CC(C3)C1)C2 (stereo not drawn)
  1.3%	2.4%	8.6%	-0.7%

(further entries)
Results follow in this order: IkB signaling	p53ts 32C kill	Peg3 imprint	p53ts 39C tox
> COc1ccc(C(=O)N(c2ccc(C)cc2)S(=O)(=O)c2ccc(C)cc2)cc1
  ?	25.4%	-12.6%[10.9 µM]	-0.4%
> C/C(Cl)=C\CNC(C)c1ccccc1 (stereo not drawn)
  -0.6%	-2.0%	-11.8%	2.9%
> COc1ccc(S(=O)(=O)N(CCc2ccccc2)CC(=O)Nc2cc(C)cc(C)c2)cc1OC
  ?	6.2%	-12.5%[10.9 µM]	-10.4%
> Cc1ccc(C)c(NC(=O)N2CCN(c3nnc(C)c4c(C)n(-c5ccccc5)nc34)CC2)c1
  -1.3%	-6.1%	-7.4%[10.9 µM]	-5.2%
> O=C(CSc1nnnn1-c1ccccc1)N1CCN(C(=O)c2ccco2)CC1
  2.8%	5.2%	-5.4%	13.1%
> Cc1ccc(-c2[nH]c(=O)n3ccncc23)s1
  0.6%	-14.1%	-0.7%	11.3%
> CCCCOC(=O)c1ccc(Nc2ncnc3[nH]ncc23)cc1
  -1.6%	-5.1%	-5.3%[10.9 µM]	5.3%
> CCOC(=O)C1CCCN(C(=O)Cn2ncc3c4ccccc4n(Cc4ccccc4)c3c2=O)C1 (stereo not drawn)
  ?	1.5%	-13.7%[10.9 µM]	-7.9%
> c1ccc(N(c2ccccc2)c2nc(N3CCCC3)nc(-n3ccnc3)n2)cc1
  0.9%	?	-3.9%	?
> COc1ccc(Br)cc1CN1C(=O)c2ccccc2C1C(=O)NC1CCCCCC1 (stereo not drawn)
  ?	5.8%	-4.9%[10.9 µM]	-4.7%
> O=C(CN1CCSc2ccccc21)N1CCN(c2ccc(F)cc2)CC1
  ?	-1.2%	-9.7%[10.9 µM]	-14.1%
> CCN(CC)CCCNC(=O)CN1N=C(c2ccc(OC)cc2)CCC1=O
  -0.7%	0.7%	-12.3%[10.9 µM]	-0.8%
> O=C(CC1N=C2c3ccccc3N=C(SCC(=O)Nc3cccc(C(F)(F)F)c3)N2C1=O)NCc1cccs1 (stereo not drawn)
  ?	1.5%	-5.9%[10.9 µM]	-17.3%
> COc1cccc(NC(=O)NCCCN2CCN(c3ccc(F)cc3)CC2)c1
  1.8%	1.6%	-13.0%	-17.2%
> CCN(CC)S(=O)(=O)c1ccc(NC(=O)CN(c2cccc(F)c2)S(C)(=O)=O)cc1
  -2.8%	8.7%	-20.2%	6.1%
> CC(=O)Oc1ccccc1N1C(=O)c2ccc(C(=O)O)cc2C1=O
  ?	-0.2%	-4.4%	6.4%
> COc1ccc(C(=O)N2CCC3(CCCN(C(=O)NC(C)C)C3)CC2)cc1
  0.0%[11.4 µM]	-11.6%	.	-3.5%
> COC(=O)C1=CN(C(C)C)C=C(C(=O)OC)C1c1cc2c(cc1Br)OCO2
  ?	-11.5%	-22.2%	-6.9%
> COc1ccc(CCNc2oc(COc3ccc(F)cc3)nc2C#N)cc1
  ?	5.7%	-17.2%	-4.6%
> Cc1ccccc1CN1C(=O)C(O)(CC(=O)c2ccncc2)c2ccccc21 (stereo not drawn)
  4.4%	1.4%	-18.8%	18.7%

Next compounds follow.
Results follow in this order: IkB signaling	p53ts 32C kill	Peg3 imprint	p53ts 39C tox
> COC(=O)C1=C(C)N(C2CCCC2)C(=O)C1(NC(C)=O)C(F)(F)F (stereo not drawn)
  -0.9%	3.6%	-0.1%	14.3%
> O=C1CCCC2=C1C(c1ccccc1O)C1=C(CCCC1=O)O2
  2.6%	9.0%	-6.0%	-0.6%
> Cc1ccc(C)c(NC(=S)NC2CC3CCCC(C2)N3CC(C)C)c1 (stereo not drawn)
  .	7.5%	.	14.7%
> Cc1c(Cl)cccc1NC(=O)CCS(=O)(=O)c1ccc2c(c1)CC(C)N2C(=O)C1CC1 (stereo not drawn)
  ?	8.2%	4.1%[10.9 µM]	22.6%
> COc1ccc(OC)c(NC(=O)CSC2=Nc3ccccc3C3=NC(CC(=O)NCc4ccco4)C(=O)N23)c1 (stereo not drawn)
  -1.3%	3.0%	9.4%[10.9 µM]	-16.4%
> CC(C)CCNC(=O)CCCn1c(=O)[nH]c2ccc(Br)cc2c1=O
  -0.2%	-10.3%	4.1%	9.4%
> CC(C)n1c(-c2ccc(N(C)C)cc2)nc2ccccc21
  ?	?	-20.1%	?
> CCOc1cc2c(cc1C(C)(C)C)NC(=O)CS2
  3.8%	12.2%	-9.4%	-2.9%
> CCS(=O)(=O)N1CCC(C(=O)NCCCN2CCC(Cc3ccccc3)CC2)CC1
  0.0%	-4.2%	-14.1%	-7.2%
> O=C(Nc1cccc(C(=O)OCc2cc(=O)n3nc(C4CC4)sc3n2)c1)c1ccccc1
  ?	0.8%	9.2%[10.9 µM]	-10.0%
> COc1ccc(CN2C(=O)c3ccccc3C2C(=O)NCCc2ccccc2)c(OC)c1 (stereo not drawn)
  -2.2%	5.0%	27.6%[10.9 µM]	4.7%
> O=C(Cn1c(NCCO)nc2ccccc21)c1ccco1
  3.7%	0.8%	.	9.3%
> Cc1cc(C(=O)COC(=O)CCCN2C(=O)c3ccccc3C2=O)c(C)n1C
  -1.3%	1.4%	-1.1%	3.1%

Some values from the list:
`COc1ccc(OC)c(NC(=O)CSC2=Nc3ccccc3C3=NC(CC(=O)NCc4ccco4)C(=O)N23)c1` (stereo not drawn) | p53ts 32C kill: 3.0%
`Cc1c(Cl)cccc1NC(=O)CCS(=O)(=O)c1ccc2c(c1)CC(C)N2C(=O)C1CC1` (stereo not drawn) | p53ts 32C kill: 8.2%
`Cc1ccc(C)c(NC(=S)NC2CC3CCCC(C2)N3CC(C)C)c1` (stereo not drawn) | p53ts 39C tox: 14.7%
